High-throughput results from PubChem BioAssay.
CYP2C19 activ: human CYP2C19 activators, primary screen, biochemical, luminescence; recombinant CYP2C19, luciferin-H EGE luminescence; stronger effect = higher value; 0 = fully inhibited enzyme, 1 = untreated enzyme; activation factor at 5 µM; 96,000 tested, under 10 active; AID 1025, 2008;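 active = activation factor of at least 2 at 5 µM in the primary screen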;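 also: 0 = wells with 2.5 mM tranylcypromine and 1 = vehicle-only wells; values of inactives mirror those of a sister screen read the other way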
Target sequence (P33261 whole entry, looked up): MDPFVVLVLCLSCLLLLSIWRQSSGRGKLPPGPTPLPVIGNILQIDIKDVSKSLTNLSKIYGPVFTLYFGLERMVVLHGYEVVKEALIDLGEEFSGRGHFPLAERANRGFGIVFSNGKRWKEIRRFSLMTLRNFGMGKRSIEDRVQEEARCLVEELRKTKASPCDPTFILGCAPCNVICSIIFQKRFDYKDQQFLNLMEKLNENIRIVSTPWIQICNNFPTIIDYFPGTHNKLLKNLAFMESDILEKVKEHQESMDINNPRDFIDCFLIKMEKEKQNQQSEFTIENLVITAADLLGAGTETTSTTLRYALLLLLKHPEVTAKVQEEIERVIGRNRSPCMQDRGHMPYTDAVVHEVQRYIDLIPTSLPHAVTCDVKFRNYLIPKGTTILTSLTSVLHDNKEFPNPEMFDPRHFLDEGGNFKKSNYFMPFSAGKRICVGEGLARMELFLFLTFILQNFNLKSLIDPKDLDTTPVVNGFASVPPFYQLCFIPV
CYP2C19 inhib: blockers of cytochrome P450 2C19 activity – biochemical, luminescence, ADME assay, primary screen. hit rate 21% among 96,000. inhibition, % at 5 µM. P33261. CYP2C19 Supersomes, luciferin-H EGE luminescence, 30 min;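 active = CYP2C19 inhibition above a set limit at 5 µM in the primary screen, cut at about 50% in these data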;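 also: plate controls were negative control wells for no effect and 2.5 mM tranylcypromine positive control for full effect; values of inactives mirror those of a sister screen read the other way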
EphB4 antag: EphB4-ephrin-B2 interaction antagonists, primary screen, biochemical, TNYL-RAW peptide probe, fluorescence polarization; Ephrin type-B receptor 4 (Homo sapiens), P54760; EphB4 LBD / TNYL-RAW-Alexa532 peptide; inhibition, % at 7 µM; hit rate 0.15% among 97,000; AID 720, 2007;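 active = inhibition above the screen-wide mean inhibition plus 3 SD, cut at about 15% in these data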;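 also: 0% = DMSO wells and 100% = excess unlabeled TNYL-RAW peptide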
CYP2C9 activ: human CYP2C9 activators, primary screen, biochemical, luminescence | Cytochrome P450 2C9 (Homo sapiens), P11712 | recombinant CYP2C9, luciferin-H conversion; stronger effect = higher value; factor 1 = untreated enzyme, 0 = blocked | activation factor at 5 µM | hit rate 1.4% among 96,000;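 active = activation factor of 2 or more for CYP2C9 at a 5 µM dose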;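 also: 0 = sulfaphenazole-blocked wells and 1 = vehicle-only wells; values of inactives mirror those of a sister screen read the other way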
PostGolgi yeast: phenotypic screen on post-Golgi transport, primary screen. hit rate 0.9% among 98,000. AID 739, 2007. post-Golgi transport phenotypic cell assay. inhibition, % at 10 µM; in the data active = inhibition above about 30%;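 also: yeast cells grown in 1536-well plates; yeast grown about 18 h at 30C before absorbance read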
CYP2C9 inh: blockers of cytochrome P450 2C9 activity – biochemical, luminescence, ADME assay, primary screen. P11712. CYP2C9 Supersomes, luciferin-H conversion. inhibition, % at 5 µM. hit rate 20% among 96,000;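 active = blocking of liver enzyme CYP2C9 beyond about 50% at 5 µM, limit read from the data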; also: values of inactives mirror those of a sister screen read the other way
PLAP act: PLAP enzyme activators, biochemical, luminescence, HTS; Alkaline phosphatase, placental type (Homo sapiens), P05187; purified PLAP enzyme, luminescent substrate read-out; stronger effect = higher value; activation fold at 20 µM; hit rate 1.2% among 96,000; AID 696, 2007; in the data active = activation fold above about 2
Target sequence (P05187 whole entry, looked up): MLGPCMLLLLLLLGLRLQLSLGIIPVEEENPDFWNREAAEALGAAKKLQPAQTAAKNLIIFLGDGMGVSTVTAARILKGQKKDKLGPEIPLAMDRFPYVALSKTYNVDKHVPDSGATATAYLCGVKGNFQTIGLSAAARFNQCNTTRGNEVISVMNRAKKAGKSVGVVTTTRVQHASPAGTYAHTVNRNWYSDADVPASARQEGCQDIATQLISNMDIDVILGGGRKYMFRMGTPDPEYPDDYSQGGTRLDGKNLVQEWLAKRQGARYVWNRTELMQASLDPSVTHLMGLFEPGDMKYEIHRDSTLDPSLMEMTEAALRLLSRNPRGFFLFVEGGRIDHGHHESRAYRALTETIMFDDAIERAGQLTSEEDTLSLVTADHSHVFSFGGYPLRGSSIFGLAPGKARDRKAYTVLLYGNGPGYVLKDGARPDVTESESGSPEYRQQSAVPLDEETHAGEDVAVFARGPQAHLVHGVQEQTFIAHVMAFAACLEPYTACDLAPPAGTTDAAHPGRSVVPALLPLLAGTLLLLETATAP
Pyk2 oligo antag: antagonists of Pyk2 self-association, primary screen, Q293 cells, FERM NanoBiT luminescence, HTS. z-score (the deposit names both 25 µM and 10 µM). hit rate 0.83% among 99,000. Protein-tyrosine kinase 2-beta (Homo sapiens), Q14289. stronger effect = lower value. AID 1347419, 2020;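 active = Z-score of -3 or lower, scaled per plate to the spread of control and sample wells; inactive = z-score above -3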;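 also: negative z-score means lost luminescence so less FERM oligomerization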
E coli WT exp: growth inhibitors of wild-type E. coli, primary screen, strain BW25113, expanded library, OD600; OD600 absorbance; growth inhibition, % at 100 µM; hit rate 0.15% among 98,000;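 active = growth inhibition above about 50% at one test dose, limit read from the data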;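 also: growth measured after 20 h incubation at 37 °C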
The depositor's hits bear a star; nt = no result given.

SMILES	CYP2C19 activ	CYP2C19 inhib	EphB4 antag	CYP2C9 activ	PostGolgi yeast	CYP2C9 inh	PLAP act	Pyk2 oligo antag	E coli WT exp
Cc1cc(NC(=O)CSc2nnc(C(C)N(C)C)n2Cc2ccccc2)no1 (stereo not drawn)	0.9	6	nt	0.9	-5	5	1.2	-0.41	6
O=C(Nc1ccc(NC(=O)C23CC4CC(CC(C4)C2)C3)cn1)c1ccco1	0.7	31	6	1	10	1	1	-0.19	-5
CC(=O)c1oc2ccccc2c1NC(=O)COC(=O)c1ccc(-n2nc(C)cc2C)cc1	0.9	12	nt	0.6	nt	40	1	-0.16	nt
Cc1onc(-c2ccccc2Cl)c1C(=O)NCc1cccnc1	0.6	36	nt	1	6	-4	1.2	0.25	-7
C=CCN1C(=O)/C(=C\c2ccc(Cl)cc2)N=C1SCC(=O)NCCC	0.8	22	-1	0.9	-1	14	0.5	0.55	-6
C=CCN=C1SC(CC)C(=O)N1S(=O)(=O)c1ccc(C)cc1 (stereo not drawn)	0.2	84*	7	0.6	-1	42	1.1	0.23	8
CS(=O)(=O)N(CC(=O)Nc1ccc2c(c1)OCO2)c1ccc(Cl)cc1	0.1	88*	0	0.1	-5	90*	1	-0.49	-4
CCc1nnc(NC(=O)C2CC(=O)N(c3ccc(C)cc3)C2)s1 (stereo not drawn)	1.1	-7	6	0.9	2	12	1.1	1.8	-3
CCCOc1ccc(/C(O)=C2/C(=O)C(=O)N(CCN(CC)CC)C2c2ccncc2)cc1 (stereo not drawn)	0.9	6	nt	0.8	nt	19	1.2	nt	nt
Cn1c(=O)c2c(nc(NCCNC(=O)c3ccco3)n2Cc2ccccc2Cl)n(C)c1=O	0.7	33	-2	0.7	-8	31	0.8	2.1	-15

Reprinted from the part before: 2 entries, followed by the next part.
SMILES	CYP2C19 activ	CYP2C19 inhib	EphB4 antag	CYP2C9 activ	PostGolgi yeast	CYP2C9 inh	PLAP act	Pyk2 oligo antag	E coli WT exp
CCCOc1ccc(/C(O)=C2/C(=O)C(=O)N(CCN(CC)CC)C2c2ccncc2)cc1 (stereo not drawn)	0.9	6	nt	0.8	nt	19	1.2	nt	nt
Cn1c(=O)c2c(nc(NCCNC(=O)c3ccco3)n2Cc2ccccc2Cl)n(C)c1=O	0.7	33	-2	0.7	-8	31	0.8	2.1	-15
CCc1cccc(CC)c1N(COC)C(=O)Cn1c(C(C)O)nc2ccccc21 (stereo not drawn)	0.9	6	-3	0.9	3	6	1.6	-0.28	5
Cc1ccc(-c2nnn(CC(=O)N(Cc3cccs3)C(C(=O)NC3CCCC3)c3ccco3)n2)o1 (stereo not drawn)	0.9	14	5	0.8	-16	22	1.1	0.05	-9
CC1Cc2ccccc2N1Cc1nc2cc(C(F)(F)F)ccc2c(=O)[nH]1 (stereo not drawn)	0.6	43	-5	0.5	9	51*	1	0.37	2
Cc1cc(-c2ccccc2)[nH]c(=O)c1S(=O)(=O)c1ccc(Cl)cc1	1.1	-8	2	0.9	1	6	0.9	0.78	-7
Cc1ccc(-c2nn(-c3ccccc3)cc2/C=C(\C#N)c2cccc(C#N)c2)o1	0.7	28	-1	0.4	-8	64*	1.2	-0.51	-17
O=C(COc1ccc(Cl)cc1)Nc1ccc2oc(-c3ccncc3)nc2c1	0.5	52*	-2	0.4	0	62*	1.1	0.35	9
COc1ccc(OC)c(NC(=O)CSc2ncccn2)c1	0.7	31	-2	1.1	-4	-6	0.7	0.14	2
CCc1nc2ccccc2c(NC(=O)CN2CCC(C)CC2)c1C	0.9	6	-4	1	-3	0	1	1.1	5
O=S(=O)(Cc1ccccc1)N1CCN(Cc2ccc3c(c2)OCO3)CC1	0.1	91*	3	0.5	2	54*	0.9	0.39	2
CCOC(=O)C1=C(C)Nc2nc(SCc3cccnc3)nn2C1c1ccc(OC)cc1 (stereo not drawn)	0.7	26	2	0.3	-9	66*	1	nt	-6
CC(=O)c1c(Nc2ccc3c(c2)OCCO3)oc(C)cc1=O	0.9	8	5	0.7	5	31	1	nt	-10
COc1ccc(NC(=O)Nc2cccc(C(=O)N3CCOCC3)c2)cc1OC	0.9	12	4	0.9	4	12	0.9	-0.33	-5
CC1CCCN(CCCNC(=O)c2coc3nc4ccccc4nc23)C1 (stereo not drawn)	0.9	8	5	0.9	3	10	1.6	-0.7	-5
N#CC1=C(N)C(C#N)(C#N)C2(C(=O)Nc3ccccc32)C2CCCC=C12 (stereo not drawn)	0.6	35	nt	0.4	-3	55*	1.6	-0.64	12
CCOC(=O)CNC(=O)C1c2cc(OC)c(OC)cc2C(=O)N(C)C1c1ccccc1F (stereo not drawn)	0.8	19	nt	0.9	0	12	1.3	-0.58	4
Cc1cc(C)n(-c2ccc(-n3ccnc3)nn2)n1	0	99*	-6	0.6	1	40	1.2	-0.07	5
COc1ccc(NC(=O)CC2SC(=NCc3ccccc3OC)NC2=O)cc1 (stereo not drawn)	0.9	7	-3	1.3	-1	-25	1	1	3
COCC(=O)NCCSc1c(C)[nH]c2ccccc12	0.4	58*	1	1.3	8	-32	1.2	nt	2
Cc1nc(SCC(=O)N2CCN(c3ccccc3)CC2)c2oc3ccccc3c2n1	0.6	45	-4	0.4	0	56*	1.5	0.42	-4
O=C(CSc1nnc(Cc2cccs2)n1Cc1ccco1)Nc1cc(Cl)cc(Cl)c1	0.7	25	-4	0.5	-16	48	1	-0.67	-24
COc1ccc(-c2nnc3sc(-c4ccc(Br)o4)nn23)cc1OC	0.9	14	nt	0.9	nt	14	1.1	nt	nt
O=S(=O)(c1ccccc1)N(CC(O)CN1CCCCC1)c1ccccc1 (stereo not drawn)	0.8	18	3	0.4	-1	56*	1.9	0.26	3
C(=N\n1cnnc1)/c1ccccc1OCCOc1ccccc1	0.2	78*	1	0.7	-2	29	0.8	-0.37	3
Cc1ccc(-n2ncc3c(=O)n(CC(=O)NCC4CCCO4)cnc32)cc1 (stereo not drawn)	1.1	-6	-4	1	5	-4	1.2	2.2	6
COc1cccc(Nc2nnc(SCC(=O)N3CCOCC3)s2)c1	1	-4	-3	1	2	-5	0.9	-0.35	1
N#Cc1c(Nc2ccc(F)cc2)sc(C(=O)c2ccc(F)cc2)c1N	0.5	46	-4	0.8	-6	23	0.9	1.2	-8
CCOC(=O)c1c(CN2CCN(c3ccccc3)CC2)oc2ccc(O)cc12	0.9	15	nt	1.6	-2	-61	1.3	nt	-3
COc1ccc(C(c2nnnn2Cc2cccs2)N2CCN(c3ccccc3F)CC2)cc1 (stereo not drawn)	0.1	92*	3	0.1	-2	90*	1.3	-3.9*	-22
COC(=O)[C@H](C)NC(=O)NCc1ccc(F)cc1	1.1	-9	-4	1.1	-3	-14	1	-1.2	7
Cc1ccc(C(=O)N/C(=C/c2ccc(-c3cc(C(F)(F)F)ccc3Cl)o2)C(=O)NCc2cccnc2)cc1	0.6	39	-1	0.4	-3	58*	1.1	-1.4	-1
COCc1[nH][nH]c(=O)c1C=Nc1ccc(Oc2ccccc2)cc1	0.3	66*	-4	0.7	19	29	nt	0.51	25
CC1CCCCN1C(=O)Cn1c(=O)n(C2CCCCC2)c(=O)c2ccccc21 (stereo not drawn)	0.9	5	-2	0.7	19	30	0.9	-0.07	0
COC(=O)C1C(=O)NCC1c1ccc(C)cc1 (stereo not drawn)	0.9	11	-6	0.8	-4	17	0.9	0.09	-6
Cc1ccccc1Nc1nc(N)nc(CSc2nnc3sc4ccccc4n23)n1	1.1	-12	-4	2.4*	3	-136	0.8	0.88	2
CCOC(=O)C1=C(C)OC(N)=C(C#N)C1c1cc(C)sc1C (stereo not drawn)	0.1	92*	5	0.6	0	36	1	-0.71	9
Cc1cc(NC(=O)c2cc(CC(C)C)on2)no1	0.8	16	nt	0.8	9	22	0.9	nt	7
COc1ccc(C(=O)Oc2cc(/C=N/NC(N)=S)ccc2OC)cc1	1	2	-7	1	17	1	1.1	-0.72	-2
CCc1noc(C)c1C(=O)N1CCOCC1	1	4	6	1.1	5	-11	0.9	0.15	0
COCC(C)NC(C(=O)Nc1ccc(C)c(Cl)c1)c1ccccc1 (stereo not drawn)	0.1	86*	1	0.1	-6	86*	1.7	-1	9
CC1(C2CC2)NC(=O)NC1=O (stereo not drawn)	1	-3	1	1.1	1	-11	1	-0.64	3
CCOC12NC(=O)CC(=O)N1C(c1ccccc1)=CS2 (stereo not drawn)	0.7	26	nt	0.8	4	20	1.4	0.16	-7
Cc1c(C(=O)NCC2CCCO2)oc2ccc(S(=O)(=O)N3CCCC3)cc12 (stereo not drawn)	0.9	13	nt	0.5	-2	49	1	0	4
Cc1cc(C(=O)Nc2sc3c(c2C#N)CCC3)no1	1	-5	-5	0.7	-16	28	0.8	0	-4
Cc1ccc(-c2nnc3ccc(SCC(=O)NCc4ccco4)nn23)cc1	0.9	10	-3	0.6	-5	44	1.2	0.52	-9
CC(C)NC(=O)/C(=C\c1cccc([N+](=O)[O-])c1)NC(=O)c1ccccc1	1	-1	7	1.1	-8	-8	1.1	0.64	5
C=CCSc1nc(C)c(CC(=O)OCCCC)c(=O)[nH]1	0.8	21	nt	0.9	-3	10	1.2	0.82	0
Cc1[nH]c2ccccc2c1SCC(=O)N1CCN(c2ccccc2)CC1	0.5	49	-5	0.9	-1	5	1	nt	-2
CCn1c(COc2cccc(C)c2)nnc1SCC(=O)Nc1cccc(C(=O)OC)c1	0.7	32	-9	0.4	-10	56*	0.8	1.9	-14
O=C(NC(Cc1ccccc1)C(=O)O)/C(=C\c1ccc(F)cc1)NC(=O)c1ccccc1 (stereo not drawn)	1	-1	3	0.9	2	8	1	-0.41	1
CCC(C(=O)N1CCN(C(=O)c2ccco2)CC1)c1ccccc1 (stereo not drawn)	1.1	-11	-4	0.8	17	24	1.3	-0.36	-4

Going on with the list.
SMILES	CYP2C19 activ	CYP2C19 inhib	EphB4 antag	CYP2C9 activ	PostGolgi yeast	CYP2C9 inh	PLAP act	Pyk2 oligo antag	E coli WT exp
CCOC(=O)c1ccoc1CSCc1ccc(C(=O)OC)o1	0.7	30	-3	0.3	-5	72*	1.1	0.44	2
CCCCCCCCCc1nc(N)n[nH]1	0.5	48	-3	0.7	-4	27	1.6	0.75	16
COc1ccc(/C=C2/S/C(=N/N=C3\CC4CCC3(C)C4(C)C)NC2=O)cc1 (stereo not drawn)	1.1	-10	9	1	0	-1	1.2	-0.53	1
Cc1ccc(NC(=O)CC2NCCNC2=O)cc1 (stereo not drawn)	1.1	-9	-7	1.1	2	-11	0.8	0.19	7
CC(C)(C)NC(=O)C(c1ccco1)N(C(=O)c1csnn1)c1ccccc1 (stereo not drawn)	0.9	13	0	0.9	-9	10	1.2	0.52	-2
COc1ccccc1NC(=O)CSc1nnc(-c2ccccn2)n1Cc1ccco1	0.6	38	0	0.2	15	77*	1.2	-0.44	5
CCCC(C(=O)O)N1C(=O)/C(=C2\C(=O)N(C)c3ccccc32)SC1=S (stereo not drawn)	0.9	6	nt	0.3	nt	68*	1.1	nt	nt
O=C(CCN1C(=O)c2ccccc2C1=O)Nc1cc(F)ccc1F	1	-1	-3	0.7	-5	30	0.9	-0.05	-1
CC(Sc1nnc(-c2ccc(O)cc2)o1)C(=O)Nc1cccc2ccccc12 (stereo not drawn)	0.3	72*	2	0.9	-5	14	1.4	-0.87	0
CCOc1cccc2cc(-c3cn4cc(C)ccc4n3)c(=O)oc12	1	4	-4	1.5	14	-54	1	-0.2	-4

Two compounds from above, limited to CYP2C9 activ, CYP2C19 inhib and CYP2C9 inh.
compound | CYP2C9 activ | CYP2C19 inhib | CYP2C9 inh
COc1ccccc1NC(=O)CSc1nnc(-c2ccccn2)n1Cc1ccco1 | 0.2 | 38 | 77*
CCCC(C(=O)O)N1C(=O)/C(=C2\C(=O)N(C)c3ccccc32)SC1=S (stereo not drawn) | 0.3 | 6 | 68*
